Compound activity (PubChem BioAssay)
FECH block: human FECH heme synthesis enzyme inhibition; P22830; purified FECH, Ni-mesoporphyrin absorbance 550 nm; calls only at 10 µM (by protocol); hit rate 3.3% among 20,000; AID 1671448;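 active means enzyme reaction rate more than 3 SD below the solvent-only control wells on the same plate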;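 further: lower slope than DMSO wells means FECH inhibition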
Target sequence (P22830 whole entry, looked up): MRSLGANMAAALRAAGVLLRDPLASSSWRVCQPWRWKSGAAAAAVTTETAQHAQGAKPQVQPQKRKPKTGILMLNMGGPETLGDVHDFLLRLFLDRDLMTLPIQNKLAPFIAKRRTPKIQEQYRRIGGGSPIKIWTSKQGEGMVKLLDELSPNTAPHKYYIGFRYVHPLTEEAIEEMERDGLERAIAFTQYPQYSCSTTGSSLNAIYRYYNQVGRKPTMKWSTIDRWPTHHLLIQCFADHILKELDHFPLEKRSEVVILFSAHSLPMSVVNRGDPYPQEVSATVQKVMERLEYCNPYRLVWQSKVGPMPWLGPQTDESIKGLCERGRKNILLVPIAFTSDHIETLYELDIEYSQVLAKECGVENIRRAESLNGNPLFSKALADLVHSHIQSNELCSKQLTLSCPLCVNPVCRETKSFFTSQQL
Calls only; i = inactive; + = active, no number.

#	SMILES	FECH block
1	COc1ccccc1CNC(=O)c1nc[nH]c1C(=O)NCc1ccccc1	+
2	COc1ccc(C(=O)N2CCN(Cc3ccc(-c4ccn[nH]4)s3)CC2)cc1	i
3	O=C1CCCN1CCCNc1ncc(F)c(N2CCOCC2)n1	i
4	Cc1ccc(NC(=O)NCCn2c(-c3ccncc3)nc3cccnc32)cc1Cl	+
5	CCCNC(=O)N1CCC(n2cnc3cccnc32)CC1	i
6	CC(=O)NCCC1=CCCN(Cc2ccc3c(c2)OCO3)C1	i
7	CC(C)n1c(CNS(=O)(=O)c2ccc(F)c(Cl)c2)nc2cccnc21	i
8	CC(NS(C)(=O)=O)C(=O)N1CCC(c2ccncc2)CC1 (stereo unspecified)	i
9	CN(Cc1ncc[nH]1)C(=O)c1ncc(F)cc1F	i
10	COc1ccccc1OC1CN(Cc2cc(C)[nH]n2)C1	i
11	CC(C)C(C)N(Cc1ccco1)C(=O)c1ccc2nc[nH]c2c1 (stereo unspecified)	i
12	Cc1nc2c(c(=O)n1C)CCN(C(=O)Cc1c[nH]c3ccccc13)CC2	i
13	Cc1ccsc1-c1nccn1-c1ccc2n[nH]nc2c1	i
14	CC(=O)Nc1ccc(S(=O)(=O)Nc2nc3n(n2)C(c2ccc(F)cc2)C=C(c2ccccc2)N3)cc1 (stereo unspecified)	i
15	CC(NC1CCN(C)CC1)c1ccc(-c2ccccc2)cc1 (stereo unspecified)	i
16	O=C1CCC2(CCN1)CCN(C(=O)CCn1cnc3ccccc31)CC2	i
17	CCc1ccc2c(c1)-c1ccccc1S(=O)(=O)N2CC(=O)N1CCN(C)CC1	+
18	CN(C)C(=O)CCCn1cnc(-c2ccccc2)c1-c1cc2ccccc2[nH]1	i
19	CC(=O)c1cc(CC(=O)NCc2ccc(C)s2)cs1	i
20	COc1cc(S(=O)(=O)N2CCN(c3nc(C)cc(Nc4ccccc4)n3)CC2)c(C)cc1C	i
21	CCCc1nc2nc[nH]n2c(=O)c1NC(=O)Nc1ccc(C)cc1	i
22	COc1ccc(CC(=O)NCCn2c(C(F)(F)F)nc3cccnc32)cc1Cl	i
23	CCCNC(=O)C1CCC(Cn2c(=O)c3sccc3n(CC(=O)NC3CCCCC3)c2=O)CC1 (stereo unspecified)	i
24	NC(=O)CN1CCC=C(CNC(=O)c2ccc(Cl)cc2Cl)C1	i
25	CCc1cc(-c2nccn2CC2(c3ccccc3)CCOCC2)n[nH]1	i
26	Cc1nc2ccccn2c1CC(=O)N1C[C@H]2C[C@H](O)[C@H](O)C[C@H]2C1	i
27	CCN1C(=O)C2CCCN2c2ccc(C(=O)O)cc21 (stereo unspecified)	i
28	CC(C)c1nc(Cc2ccc3c(c2)OCO3)n(-c2ccccn2)n1	i
29	Cc1nc2nc[nH]n2c(=O)c1NC(=O)Nc1cccc(Cl)c1C	i
30	O=c1cc(CNc2ccc(Br)cc2)nc2nc(NCc3ccc(F)cc3)[nH]n12	i
31	Cc1ccc(Nc2cc(C)nc(Nc3ccc(NC(=O)c4ccc(C)cc4)cc3)n2)cc1	i
32	CC(C)N1CC(NC(=O)c2cccc(NCc3cccs3)c2)CC1=O (stereo unspecified)	i
33	Cc1cccc(Cn2c(CNS(=O)(=O)c3ccc(CC(C)C)cc3)nc3cccnc32)c1	i
34	CCS(=O)(=O)N1CCN(c2nc(C)cc(N3CCCCC3)n2)CC1	i
35	CC(C)Cc1ncc2c(n1)CN(C(=O)c1ccc(S(C)(=O)=O)cc1)C2	i
36	Cc1cccc(NC(=O)CN2C(=O)C3CCCCN3c3ccc(S(=O)(=O)N4CCCCC4)cc32)c1 (stereo unspecified)	i
37	COc1ccc(OCc2cc(C(=O)NCC(C)O)n[nH]2)c(Cl)c1 (stereo unspecified)	i
38	NS(=O)(=O)c1ccc(NC(=O)Cn2cnc(S(=O)(=O)N3CCCCC3)c2)cc1	i
39	COC(CNC(=O)c1cnn2ccn(C)c12)c1cccs1 (stereo unspecified)	i
40	C=C(C)COc1cccc(C(=O)NCc2ccc(C(F)(F)F)nc2)c1	i
41	CCc1ncc2c(n1)CN(C(=O)c1cnnn1-c1ccccc1)C2	i
42	CCOc1c(C)cc(S(=O)(=O)N2CCN(c3nc(C)cc(N4CCCC4)n3)CC2)cc1C	i
43	COc1ccc(Cl)cc1-n1nc(C(C)C)nc1-c1ncn[nH]1	i
44	CC(C)(C)NC(=O)NCCc1nc2cccnc2n1Cc1ccccc1	i
45	Cc1c(CN(C)Cc2ncc[nH]2)[nH]c2ccccc12	i
46	c1ccc(-c2ccc(-c3nccn3CCc3cnccn3)s2)cc1	i
47	CCCc1cc(=O)[nH]c(SCc2nc(-c3ccccc3)oc2C)n1	i
48	CCc1nc2cccnc2n1C1CCN(S(=O)(=O)c2ccc(C(C)C)cc2)CC1	i
49	CCN1CCN(CCc2nc3c([nH]2)CC(C)(C)CNC3=O)CC1	i
50	COc1ccc(S(=O)(=O)N2CC(=O)N(c3ccc(C)c(F)c3)C(C)(C(=O)NC3CCCCC3)C2)cc1 (stereo unspecified)	i
51	CSc1nc(-c2ccc(C)cc2)c(C#N)c(N2CCN(c3ccccc3)CC2)n1	i
52	CC(=O)Nc1c2n(c3ccccc13)CC(C)(C(=O)NC1CCCC1)N(Cc1ccco1)C2=O (stereo unspecified)	i
53	CCS(=O)(=O)N1CCN(c2cc(-c3ccc(OC)c(OC)c3)ncn2)CC1	i
54	CC(C)n1cnnc1CN(C)Cc1coc2ccc(Cl)cc2c1=O	i
55	c1nc(N2C[C@@H]3C4CCC(CC4)[C@@H]3C2)c2cc[nH]c2n1	i
56	Cc1nc(C2CC2)ncc1C(=O)N1C[C@@H]2CC[C@H]1C2	i
57	COc1ccccc1N1CCN(Cc2cc(=O)n3[nH]c(NCc4ccc(Cl)cc4)nc3n2)CC1	i
58	COc1ccc(/C=C/CN2CCCN(C(=O)C3CCC3)CC2)cc1	i
59	Cc1cc(C)n(CC2(CNC(=O)c3cccc4nccnc34)CC2)n1	i
60	Cc1ccc(S(=O)(=O)N(Cc2cccc(F)c2)c2nc3nc(C)c(Cl)c(C)n3n2)cc1	i

Further results follow.
#	SMILES	FECH block
61	O=C(c1cncc(N2C[C@@H]3[C@@H]4CC[C@@H](C4)[C@@H]3C2)n1)N1CCCC1	i
62	COc1ccc(OC)c(S(=O)(=O)N2CCN(c3nc(C)cc(N4CCCC4)n3)CC2)c1	i
63	O=C(CCC(=O)N1CCc2cc(S(=O)(=O)Nc3cccc(F)c3)ccc21)N1CCCCCC1	i
64	CCOc1ccc(C(=O)Nc2ccc(Nc3nc(C)cc(Nc4ccccc4)n3)cc2)cc1	i
65	COc1cccc(Nc2nc(NCc3ccccc3)nc3c2cnn3-c2ccccc2)c1	i
66	COc1ccc(OCC(=O)Nc2ccccc2SCc2cc(=O)n3c(ncn3C(C)C)n2)cc1	i
67	CCOc1ccc(NC(=O)NCCc2nc3cccnc3n2Cc2ccc(C)cc2)cc1	i
68	CCn1cc(S(=O)(=O)NCc2ccc3[nH]c4c(c3c2)CCCC4)cn1	i
69	Cc1ncc(-c2cccc(C(=O)O)c2)[nH]1	i
70	Cc1cc(Nc2ccccc2)nc(Nc2ccc(NC(=O)c3cccs3)cc2)n1	i
71	Cc1cc2cc(C(=O)NC(Cn3ccnc3)C(C)C)ccc2o1 (stereo unspecified)	i
72	COCCCn1cnc(-c2ccccc2)c1-c1cc2c(cc1OC)OCCCO2	i
73	CCC1=C(c2ccc(OC)cc2)S(=O)(=O)N(CC(=O)NC2CCCCCC2)C1=O	i
74	CS(=O)(=O)CC(=O)N1CCN(C2Cc3ccccc3C2)CC1	i
75	COc1ccccc1-c1ncc(C2NCCc3[nH]cnc32)cn1 (stereo unspecified)	i
76	CCN(Cc1ccccc1)C(=O)CCN1CCCN(C)CC1	i
77	Cc1ccn2c(=O)cc(COc3cc(NC(=O)c4cccs4)ccc3C)nc2c1	i
78	CN(Cc1cc(C(C)(C)C)n[nH]1)C(=O)c1c[nH]c2c(F)cccc2c1=O	i
79	CN1CCN(C(=O)c2cc3n(n2)CC(C)(C(=O)NCc2ccc(F)cc2)N(C)C3=O)CC1 (stereo unspecified)	i
80	CC(=O)Nc1ccc(C)cc1S(=O)(=O)NCCn1c(-c2ccc(F)cc2)nc2cccnc21	i
81	CCCN(CCC)c1ncc(NS(=O)(=O)c2ccc(CC(C)C)cc2)cc1C(=O)O	i
82	Cc1ccc(S(=O)(=O)N2CCN(c3nc(C)cc(N4CCCCC4)n3)CC2)c(C)c1	i
83	C=CCNc1ccccc1C(=O)NCc1nncn1C1CCCCC1	i
84	CCOc1ccc(C(=O)N2CCN(C)C3(CCN(C)CC3)C2)cc1Cl	i
85	CC(C)O[C@H]1CN(C(=O)c2ccccc2N2CCC(=O)NC2=O)C[C@@H]1O	i
86	Cc1cccc(-c2noc(CN(C)Cc3cccn3-c3nccs3)n2)c1	i
87	O=C(C1CCCO1)N1CCC(NCc2csc3c2CCCC3)CC1 (stereo unspecified)	i
88	CCCCN(Cc1ccc(F)cc1)C(=O)CNC(=O)N(C)C	i
89	CCOC(=O)CNS(=O)(=O)c1cc(N2C(=O)CCS2(=O)=O)ccc1C	+
90	CCCC(C(=O)Nc1ccc(OC)cc1)N1Cc2ccccc2C1=O (stereo unspecified)	i
91	CNC(=O)C1CCC(Cn2c(=O)c3sccc3n(CC(=O)Nc3cc(C)cc(C)c3)c2=O)CC1 (stereo unspecified)	i
92	CN(Cc1nnc(-c2ccccc2)o1)C(=O)C1CCCN(Cc2ccco2)C1 (stereo unspecified)	i
93	O=C(O)c1cccc(CC2CCN(S(=O)(=O)N3CCOCC3)C2)c1 (stereo unspecified)	i
94	CC(C)CN1CCOC(CCNC(=O)c2cncs2)C1 (stereo unspecified)	i
95	O=C(CCC(=O)N1CCc2cc(S(=O)(=O)N3CCCc4ccccc43)ccc21)N1CCOCC1	i
96	CCc1cc(CN2CCOc3c(cc(-c4cccs4)cc3OC)C2)[nH]n1	i
97	O=C(CCC(=O)N1CCC(O)(Cn2ccnc2)CC1)NC1CCCC1	i
98	COc1ccc(CNC(=O)NCCCn2c(-c3ccncc3)nc3cccnc32)cc1	i
99	c1ccc2c(CN3CCCCC3CCn3ccnc3)ccnc2c1 (stereo unspecified)	+
100	COC(=O)c1[nH]ncc1CN1CCCCC1CCc1ccc(O)cc1 (stereo unspecified)	i
101	Cc1n[nH]c(C)c1CCN(C)C(=O)c1cn(CC2CCCO2)nn1 (stereo unspecified)	i
102	O=C(NCC1CCOC1)c1cc(Cn2cnc3ccccc32)[nH]n1 (stereo unspecified)	i
103	COC(=O)C1Cc2nc[nH]c2CN1C(=O)c1cc2n(n1)CCN(C)C2 (stereo unspecified)	i
104	O=C1N(CC2CCC2)CCCC1(O)CNCc1ccc2c(c1)OCCCO2 (stereo unspecified)	i
105	Cc1ccc(CNC(=O)c2ccc(Nc3cc(-c4ccccc4)ncn3)cc2)cc1	i
106	CC1CCCN(C(=O)c2[nH]cnc2C(=O)NC2CCCCC2)C1 (stereo unspecified)	i
107	COc1ccc(CNC(=O)CN2CCCN(Cc3cccc(Cl)c3)S2(=O)=O)cc1	i
108	Cc1cccc(-n2c(CN3CCN(S(=O)(=O)c4c(C)cc(C)cc4C)CC3)nc3cccnc32)c1	i

Part of the list above, set out differently.
[76] CCN(Cc1ccccc1)C(=O)CCN1CCCN(C)CC1
  FECH block: i

[25] CCc1cc(-c2nccn2CC2(c3ccccc3)CCOCC2)n[nH]1
  FECH block: i

[35] CC(C)Cc1ncc2c(n1)CN(C(=O)c1ccc(S(C)(=O)=O)cc1)C2
  FECH block: i

[28] CC(C)c1nc(Cc2ccc3c(c2)OCO3)n(-c2ccccn2)n1
  FECH block: i

Other results
#	SMILES	FECH block
109	CCc1c(C)nc2ncnn2c1Sc1ccc(NS(=O)(=O)c2ccc(C)cc2)cc1	i
110	CCC(CC)C(=O)N1CCC2(CC1)CN(C/C=C/c1ccco1)CCN2C	i
111	c1cncc(OCCCNc2nc(-c3ccncc3)nc3c2CCNC3)c1	i
112	Cc1oc(-c2ccc(Cl)cc2)nc1CSc1nc(C(F)(F)F)cc(=O)[nH]1	i
113	O=c1[nH]nc(C(O)c2ccccc2)n1CC1CCCCC1 (stereo unspecified)	i
114	CN(C(=O)C1CCCN(c2ncnc3c2nc2n3CCCCC2)C1)c1ccccc1Cl (stereo unspecified)	i
115	COc1ccc(Oc2ccc(C(=O)NCCc3cnc[nH]3)cc2)cc1	+
116	Cc1cccc(C)c1NC(=O)c1ccccc1NC(=O)C(C)n1cncn1 (stereo unspecified)	i
117	Cc1cc(C)c(C(=O)NCCCc2nc3ccccc3n2C)c(=O)[nH]1	i
118	COc1ccc2[nH]c(CNC(=O)CC(=O)Nc3cc(C)ccc3C)cc2c1	i
119	CCn1c(C2CCN(C(=O)c3cc(C(C)C)[nH]n3)CC2)n[nH]c1=O	i
120	Nc1nnc(CCCNC(=O)C2(c3ccccc3F)CC2)s1	i
121	COCc1ncc(CN2CCN(c3cc(C)nc(SC)n3)CC2)cn1	i
122	Cc1ccc(S(=O)(=O)N2CCC(CC(=O)NCc3cccnc3)CC2)cc1	i
123	COc1ccc(NS(=O)(=O)c2cc(N3C(=O)CCS3(=O)=O)ccc2C)c(OC)c1	i
124	COc1ccccc1C(O)CNc1nccc(-c2ccc(C)nc2C)n1 (stereo unspecified)	i
125	Cc1cc(C)c(C(=O)N2CCN(C(=O)c3cccs3)CC2)cc1C	i
126	C/C(=C\c1cc(Cl)ccc1O)CN1CCN(c2ncc(F)cn2)CC1	i
127	COc1ccccc1N(Cc1nc2nc(C)cc(C)n2n1)C(=O)C1CCCCC1	i

In another format: entries from further up
121) COCc1ncc(CN2CCN(c3cc(C)nc(SC)n3)CC2)cn1
  FECH block: i
122) Cc1ccc(S(=O)(=O)N2CCC(CC(=O)NCc3cccnc3)CC2)cc1
  FECH block: i
123) COc1ccc(NS(=O)(=O)c2cc(N3C(=O)CCS3(=O)=O)ccc2C)c(OC)c1
  FECH block: i
124) COc1ccccc1C(O)CNc1nccc(-c2ccc(C)nc2C)n1 (stereo unspecified)
  FECH block: i

An excerpt; count on the stated rates, not on these rows.
